# Compound activity: PubChem, The Scripps Research Institute Molecular Screening Center
# TbREL1 primary = TbREL1 RNA ligase inhibitors, primary screen, biochemical, FRET fluorescence; RNA-editing ligase 1, mitochondrial (Trypanosoma brucei brucei), P86926; TbREL1 RNA ligation; inhibition, % at 9.66 µM; actives 0.49% (n = 89,000);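 active = inhibition above the mean inhibition across all screened compounds plus 3 SD, cut at about 11% in these data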;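 note: 0% = plate median of test wells and 100% = NSC42067 control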
# Target sequence (P86926 whole entry, looked up): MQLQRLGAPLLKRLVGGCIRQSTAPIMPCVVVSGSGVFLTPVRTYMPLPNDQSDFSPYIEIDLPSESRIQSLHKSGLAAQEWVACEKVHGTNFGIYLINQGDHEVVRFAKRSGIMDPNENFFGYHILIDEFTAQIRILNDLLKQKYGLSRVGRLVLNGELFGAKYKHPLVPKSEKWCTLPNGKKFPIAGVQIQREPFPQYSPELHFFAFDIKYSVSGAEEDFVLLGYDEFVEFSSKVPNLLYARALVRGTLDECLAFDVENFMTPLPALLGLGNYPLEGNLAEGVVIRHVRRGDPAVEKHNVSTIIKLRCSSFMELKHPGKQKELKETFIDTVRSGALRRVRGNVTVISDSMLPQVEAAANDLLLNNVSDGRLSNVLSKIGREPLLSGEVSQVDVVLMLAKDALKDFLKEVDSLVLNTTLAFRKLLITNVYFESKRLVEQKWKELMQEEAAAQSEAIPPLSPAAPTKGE
# An asterisk follows results filed as active.
# The first 7 records as a preview:
SMILES,TbREL1 primary
COc1ccccc1C(=O)Nc1ccc(S(=O)(=O)N2CCCCC2)cc1,-1
COc1cccc(N2CCN(CC(=O)NCc3ccccc3C)CC2)c1,4
NS(=O)(=O)c1ccc(CNC(=O)c2ccc(NS(=O)(=O)c3ccc4[nH]c(=O)[nH]c4c3)cc2)cc1,-1
CCc1cc(-c2n[nH]c(C)c2Oc2ccc(C(C)C)cc2)c(O)cc1O,3
COC(=O)c1ccc(Cn2ccc3ccc(-c4ccc5ccn(Cc6ccc(C(=O)OC)cc6)c5c4)cc32)cc1,1
Cc1ccc(-n2nnc(-c3cnc4ccccc4c3)n2)cc1,-1
COc1ccc(CNC(=O)CCNS(=O)(=O)c2ccc(Br)s2)cc1,-1

# All compounds of this part, from the start:
SMILES,TbREL1 primary
COc1ccccc1C(=O)Nc1ccc(S(=O)(=O)N2CCCCC2)cc1,-1
COc1cccc(N2CCN(CC(=O)NCc3ccccc3C)CC2)c1,4
NS(=O)(=O)c1ccc(CNC(=O)c2ccc(NS(=O)(=O)c3ccc4[nH]c(=O)[nH]c4c3)cc2)cc1,-1
CCc1cc(-c2n[nH]c(C)c2Oc2ccc(C(C)C)cc2)c(O)cc1O,3
COC(=O)c1ccc(Cn2ccc3ccc(-c4ccc5ccn(Cc6ccc(C(=O)OC)cc6)c5c4)cc32)cc1,1
Cc1ccc(-n2nnc(-c3cnc4ccccc4c3)n2)cc1,-1
COc1ccc(CNC(=O)CCNS(=O)(=O)c2ccc(Br)s2)cc1,-1
O=C(NCCNC1CCCCC1)c1ccco1,-1
COCCN1C=C2C(=O)C(C)(OC(=O)c3cccs3)C(=O)C=C2C=C1CCCC(=O)OC (stereo not drawn),-1
Cc1onc(-c2ccccc2)c1C(=O)N1CCN(c2ccccc2F)CC1,-4
COc1cccc(C(CC(=O)NCc2ccco2)NS(=O)(=O)c2ccc(C)cc2)c1OC (stereo not drawn),-1
CCCOc1ccc(C(=O)CCC(=O)NNC(=O)Cn2nc(C)cc2C)cc1,2
CC(NC(=O)COc1ncnc2cc([N+](=O)[O-])ccc12)c1ccccc1 (stereo not drawn),2
CCOC(=O)Nc1ccc2c(c1)N(C(=O)CN1CCN3CCCC3C1)c1ccccc1CC2 (stereo not drawn),-1
O=C(Cc1ccc2c(c1)OCO2)N1CCC(n2nc(-c3ccccc3)oc2=O)CC1,0
CC1=CSC2=NC(C(F)(F)F)(C(F)(F)F)NC(=O)N12,1
Cn1nc(C(F)(F)F)c2cc(NC(=O)OCc3ccc(F)cc3)sc21,-1
O=C(N[C@@H](Cc1ccccc1)C(=O)OCc1ccccc1)c1nc[nH]c1C(=O)NC(c1ccccc1)c1ccccc1,3
COc1cccc(C2CC(c3ccccc3OC)n3nc(N)nc3N2)c1 (stereo not drawn),-3
CSc1nc2[nH]c3c(c2c2nncn12)CC(C)(C)OC3,1
C/C(Cl)=C/Cn1c(=O)c2c(nc(Br)n2Cc2ccccc2)n(C)c1=O,1
CCC(C)[C@H](NC(=O)NCc1cccnc1)C(=O)OC (stereo partly drawn),1
O=C1NC(=O)C(CC(=O)N(Cc2ccco2)C2(C(=O)NC3CCCC3)CCCCC2)N1 (stereo not drawn),2
CNc1c(NS(=O)(=O)c2ccc(CC(C)C)cc2)c(=O)oc2ccccc12,-2
COc1cc2c(C(=O)NCCCOC(C)C)cn(CC(C)C)c(=O)c2cc1OC,3
O=C(CC1(O)C(=O)Nc2ccccc21)c1cccc(Br)c1 (stereo not drawn),1
Cc1ccc(-c2c(C#N)c(N)nc3c2CCCCC3)o1,5
CCC(C)N(C(=O)c1ccc(CNC(=O)c2cccc(Br)c2)cc1)C(C)CC (stereo not drawn),-3
O=C1CCCC(=O)N1c1ccc(N2CCOCC2)c([N+](=O)[O-])c1,3
CC(C)CC(c1nnnn1Cc1ccco1)N1CCN(C2CCCC2)CC1 (stereo not drawn),0
CC(=O)Oc1ccc(N2C(=O)CCC2=O)cc1,-4
COc1cc(NC(=O)c2cc3nc(-c4ccccc4)cc(-c4ccccc4)n3n2)cc(OC)c1OC,4
Cc1ccc(C)c(N2CCN(C(=O)c3ccccc3Br)CC2)c1,-2
COc1ccc(C2=NOC(C(=O)N3CCCc4ccccc43)C2)cc1 (stereo not drawn),1
CC1Sc2n(c3ccccc3[n+]2C)N=C1c1ccccc1 (stereo not drawn),9
Cc1cccc(C)c1N=C1SC(CC(=O)Nc2c(C)cccc2C)C(=O)N1CCc1ccccn1 (stereo not drawn),5
C[C@H]1CN([C@@H](C)CO)C(=O)CCCn2nncc2CO[C@@H]1CN(C)Cc1ccccc1,-2
Cc1ccccc1N1CC(C(=O)NC2CCCC2)CC1=O (stereo not drawn),0
Cc1c2cnn(-c3ccccc3)c(=O)c2c(C)n1CCCC(=O)NCCN1CCN(C)CC1,0
CCN(CC)S(=O)(=O)c1cc(NC(=O)COC(=O)Cn2cnc3ccccc32)ccc1C,-2
COc1ccc(-c2nn(-c3ccccc3)cc2C(=O)NCC(c2cccs2)N2CCOCC2)cc1 (stereo not drawn),-2
O=C/C(=C\Nc1ccc(C(=O)N2CCOCC2)cc1)c1nc2ccccc2o1,0
Cc1nc(-c2cccc(NC(=O)c3ccc(-n4nccc4C)cc3)c2)cs1,2
N#Cc1ccccc1NC(=O)CN(Cc1ccccc1)Cc1ccccc1,0
COc1ccc(CCCNC(=O)C2Cc3c(-c4cccc(C(C)=O)c4)ccnc3O2)cc1 (stereo not drawn),-3
CCNC(=O)C1(C)CCN(Cc2ccc(C(F)(F)F)cc2)C1 (stereo not drawn),-1
CCSc1nc2cc(OC)c(OC)cc2c(=O)n1CCc1ccccc1,-2
Cc1noc(C)c1CSc1nc2sc(C)c(C)c2c(=O)n1-c1ccccc1,6
CCCS(=O)(=O)c1c(S(=O)(=O)CCC)c2cnccn2c1C(=O)c1ccc(Cl)cc1,-2
O=S(=O)(c1ccc(F)c(F)c1F)N1CCN(C(=S)NC2CC3CCC2C3)CC1 (stereo not drawn),5
O=C(CP(=O)(c1ccccc1)c1ccccc1)N1CCCCC1,3
CCOc1ccc(-n2c(SCC(=O)c3ccc4ccccc4c3)nnc2-c2ccco2)cc1,-1
Cc1ccc(CN2C(=O)C(C)Nc3ncnc(N4CCN(c5ccccn5)CC4)c32)cc1 (stereo not drawn),-1
COc1cc(NC(=O)COC(=O)CO/N=C(\C)c2ccc3c(c2)OCO3)cc(OC)c1,-5
CCOc1ccccc1C(=O)NC(C(=O)NCc1ccccc1OC)C(C)C (stereo not drawn),-2
O=C(/C=C/c1ccccc1)N/C(=C/c1ccccc1)C(=O)NCCO,3
CCN(CC(=O)NC1CCS(=O)(=O)C1)S(=O)(=O)c1ccc(F)cc1 (stereo not drawn),5
CC12CCC(=O)N1C(C(=O)Nc1ccc(Br)cc1Cl)CS2 (stereo not drawn),-2
COc1cc(CNc2ncn[nH]2)ccc1OCc1cccc(C)c1,0
C[C@H]1CN([C@@H](C)CO)S(=O)(=O)c2ccc(Br)cc2O[C@H]1CN(C)S(=O)(=O)c1ccccc1,-3
# (list continues)
SMILES,TbREL1 primary
COC(=O)c1csc(S(=O)(=O)N2CCOCC2)c1OC,1
COc1ccc(NC(=O)C(CCCCNC(=O)OC(C)(C)C)NC2(C(=O)NCCc3c[nH]c4ccccc34)CCCCC2)cc1 (stereo not drawn),-7
CCOCCCNC(=O)c1cc(C)nn1-c1ccccc1,-3
Cc1ccc(NC(=O)CCN2C(=O)NC3(CCCC3)C2=O)cc1,3
COc1cc(S(=O)(=O)N2CCC(C(N)=O)CC2)c(C)cc1C,-2
CC1=Nc2cc(C(=O)NCCCN3CCN(C)CC3)ccc2Sc2ccc(C)cc21,0
CC(C)NC(=S)N/N=C1\CCCCC1C1CCCCC1 (stereo not drawn),-7
COc1ccc(CN(C)C[C@@H]2OCc3cnnn3CCCC(=O)N([C@H](C)CO)C[C@H]2C)cc1,4
O=C1CC(c2cccs2)c2cc3c(cc2N1)OCO3 (stereo not drawn),5
N/C(=N\OC(=O)C1CCCCC1)c1ccc(Br)cc1,3
O=C(COC(=O)CNC(=O)c1ccc(Cl)cc1)Nc1ccc(Cl)cc1C(F)(F)F,0
CCC(C)NC(=O)Cn1nc(C(F)(F)F)c2c1CCCC2 (stereo not drawn),0
CCS(=O)(=O)Nc1cccc(C(=O)CC2(O)C(=O)Nc3ccccc32)c1 (stereo not drawn),7
CC1CCCC(C)N1CCCNC(=O)C(=O)Nc1ccc2nc3n(c(=O)c2c1)CCCCC3 (stereo not drawn),0
Cc1nn2c(N3CCN(C)CC3)c3c(nc2c1-c1ccccc1)CCCC3,-5
CN(CCC#N)C(=O)COC(=O)C1c2ccccc2Oc2ccccc21,0
CCCCc1cc2c(cn1)=C(OC(=O)c1cnc3ccccc3n1)C(C)(OC(=O)CC)C(=O)C=2 (stereo not drawn),-1
NC(=O)[C@@H]1CCCNc2c(F)cc([N+](=O)[O-])cc2C(=O)N[C@@H](CO)C(=O)N[C@@H](Cc2ccc(O)cc2)C(=O)N1,-3
COC(=O)c1ccccc1NC(=O)Cn1ccnc1,-1
O=C(Nc1cc2ccccc2oc1=O)C1CCCCC1,2

# Of the compounds above, these have an NH in an aromatic ring:
SMILES,TbREL1 primary
NS(=O)(=O)c1ccc(CNC(=O)c2ccc(NS(=O)(=O)c3ccc4[nH]c(=O)[nH]c4c3)cc2)cc1,-1
CCc1cc(-c2n[nH]c(C)c2Oc2ccc(C(C)C)cc2)c(O)cc1O,3
O=C(N[C@@H](Cc1ccccc1)C(=O)OCc1ccccc1)c1nc[nH]c1C(=O)NC(c1ccccc1)c1ccccc1,3
CSc1nc2[nH]c3c(c2c2nncn12)CC(C)(C)OC3,1
COc1cc(CNc2ncn[nH]2)ccc1OCc1cccc(C)c1,0
COc1ccc(NC(=O)C(CCCCNC(=O)OC(C)(C)C)NC2(C(=O)NCCc3c[nH]c4ccccc34)CCCCC2)cc1 (stereo not drawn),-7

# (next part)
SMILES,TbREL1 primary
CCOc1ccc(S(=O)(=O)Nc2ccc3c(c2)OCO3)cc1,-3
Cc1cc[n+]2cc(-c3cccc([N+](=O)[O-])c3)c(-c3cccc([N+](=O)[O-])c3)cc2c1,1
CC(C)(C)OC(=O)C[C@H]1C/C=C\C[C@@H](CC(=O)N[C@@H](CO)Cc2ccccc2)C(=O)N2CCC[C@@H]2COC1=O,-4
Cc1ccccc1NC(=O)CSc1nc2ccccc2c2nc(CCn3cncc3C)nn12,-3
CCCN(CCC)c1ccc(C(O)c2nnc(-c3ccccc3)o2)cc1 (stereo not drawn),-3
C[C@@H]1COc2cc(N(C)CCO)ccc2S(=O)(=O)N1,1
Cc1ccc(OCCC(=O)OCC(=O)Nc2ccc(C)c(S(=O)(=O)N3CCOCC3)c2)cc1,2
COc1ccc(C(=O)Nc2nncs2)cc1S(=O)(=O)N1CC(c2ccccc2)CC1=O (stereo not drawn),-1
COC(=O)c1ccc(NS(=O)(=O)c2ccc3c(c2)n(C)c(=O)n3C)cc1,-1
COc1ccc(-n2c(SCC(=O)Nc3nccs3)nnc2-c2ccoc2C)cc1,-3
CCN(CC)S(=O)(=O)c1ccc(N2CCOCC2)c(NC(=O)C(C)Oc2ccc(F)cc2)c1 (stereo not drawn),0
O=c1[nH]nc(-c2ccc(F)cc2)cc1Cc1ccc(F)cc1,0
O=C(NCCN1CCOC1=O)C1CCC(=O)N(CCc2ccc(Cl)cc2)C1 (stereo not drawn),1
Cc1cc(C)c2nc(SCC(=O)N3CCCCC3)c(C#N)cc2c1,4
CN(C)C(CNC(=O)CNC(=O)c1ccc2ccccc2c1)c1ccccc1 (stereo not drawn),-2
CC(=O)NS(=O)(=O)c1ccc(N=c2ssc3c2-c2cc(C)c(C)cc2NC3(C)C)cc1,-8
O=C(COC(=O)Cc1c[nH]c2ccccc12)NC1CCS(=O)(=O)C1 (stereo not drawn),-2
C=CCOc1ccc(CNc2ccc3[nH]c(=O)[nH]c3c2)cc1,-1
CCCCCCC[C@@H](C/C=C/CCC(=O)O)OC,-1
Cc1ccc(C(=O)Nc2ccc(S(=O)(=O)NCc3ccco3)cc2)cc1,2

# A different layout for two compounds above.
canonical_smiles	TbREL1 primary
Cc1cc(C)c2nc(SCC(=O)N3CCCCC3)c(C#N)cc2c1	4
CCCN(CCC)c1ccc(C(O)c2nnc(-c3ccccc3)o2)cc1 (stereo not drawn)	-3

# (further entries)
SMILES,TbREL1 primary
Cc1nn(Cc2ccccc2)c(Cl)c1/C=C/C(=O)OC(C(=O)NC(N)=O)C(C)C (stereo not drawn),-4
CCc1ccc(-c2csc(NC(=O)C3=COCCO3)n2)cc1,-1
COC(=O)c1cc(C#N)c(Oc2ccc(OC)cc2)nc1C,4
CC(C)CN1CCC(=O)N(CCOc2ccccc2)CC1,-3
COc1ccc(NC(=O)c2ccc3ccccc3n2)cc1S(=O)(=O)Nc1ccccc1Cl,-1
CC(=O)c1cc(-c2ccc(S(C)(=O)=O)cc2)c(=O)n2c1CCC2,5
CC(C)N(C(=S)Nc1cc(S(=O)(=O)N2CCOCC2)ccc1Cl)c1ccccc1,3
Cc1ccc(OCC(=O)NC(=S)Nc2cccc(NC(=O)c3ccccc3)c2)cc1,0
O=C(Nc1cccc(NC(=O)c2ccccc2[N+](=O)[O-])n1)c1ccccc1[N+](=O)[O-],2
Cn1c(=O)c2cc(S(=O)(=O)N3CCN(c4ccc(F)cc4)CC3)ccc2n(C)c1=O,-1
COc1ccc(C2=CC(=O)C[C@H](c3ccc(Cl)cc3)C2)cc1,6
O=S(=O)(/C=C/c1ccccc1)N1CCN(c2ccc(F)cc2)CC1,2
CCCc1cc(=O)[nH]c(SCC(=O)Nc2ccc(Cl)c(S(=O)(=O)N3CCOCC3)c2)n1,-3
O=C1C2ON(c3ccccc3)C(c3ccncc3)C2C(=O)N1c1ccc(Br)cc1 (stereo not drawn),-1
Cc1ccc(NC(/C=C/N(C)C)=C/C(=O)C(F)(F)F)c(C)c1,-5
CCCNC(=O)C(Cc1ccc(F)cc1)NC(=O)c1ccc(C#N)cc1 (stereo not drawn),-2
COCC1CCN(C(=O)C2CCC(=O)N(C3CCCC3)C2)CC1 (stereo not drawn),-3
O=C1N=C(N2CCOCC2)S/C1=C/c1ccc(-c2ccc(F)cc2)o1,0

# Some of the compounds tested (hit frequency here may not be typical).
